Source: PubChem BioAssay (several laboratories)
PTEN del growth – growth suppression of PTEN-null HCT116, primary screen, cell-based, CellTiter-Glo | HCT116 PTEN-null viability, 60 h; stronger effect = lower value | viability, % at 10 µM | actives 1.2% (n = 140,000);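 active means viability at or below a set limit, 4 SD under the median of all tested compounds, cut at about 3.7% in these data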;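 further: PTEN knockout HCT116 line with beta catenin targeted HCT116 as companion control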
E-sel TNF inh – E-selectin induction blockers in HUVEC – imaging, immunofluorescence, high content, primary screen; AID 1246, 2008; HUVEC TNFa-induced E-selectin immunofluorescence; inhibition, % at 2 µM; actives 0.71% (n = 120,000);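 active means inhibition above the batch mean plus 3 SD, and confirmed as a hit on visual image review, cut at about 43% in these data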;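 further: 0% = TNF-stimulated DMSO wells and 100% = unstimulated control wells; not every result past the cut was called active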
NPY Y2 blocker – NPY-Y2 receptor antagonists, primary screen, cell-based; Neuropeptide Y receptor type 2 (Homo sapiens), P49146; NPY-Y2 expressing cells, antagonist mode; inhibition, % at 2.7 µM; actives 0.99% (n = 140,000); in the data active means inhibition above about 17%;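 further: 0% = vehicle with agonist challenge and 100% = reference antagonist with challenge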
Target sequence (P49146 whole entry, looked up): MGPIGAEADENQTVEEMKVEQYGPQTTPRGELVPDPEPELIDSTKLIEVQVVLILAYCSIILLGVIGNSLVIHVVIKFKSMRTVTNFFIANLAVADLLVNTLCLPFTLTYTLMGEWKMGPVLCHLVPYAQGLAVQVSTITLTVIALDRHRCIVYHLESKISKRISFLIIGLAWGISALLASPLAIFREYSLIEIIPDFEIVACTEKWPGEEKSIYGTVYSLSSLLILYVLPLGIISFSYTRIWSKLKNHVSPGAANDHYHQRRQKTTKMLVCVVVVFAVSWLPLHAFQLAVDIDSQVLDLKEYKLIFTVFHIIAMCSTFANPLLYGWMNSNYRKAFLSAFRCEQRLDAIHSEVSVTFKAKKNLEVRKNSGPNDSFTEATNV
Yeast lifespan up – compounds extending yeast replicative lifespan, primary screen, S. cerevisiae, OD615; inhibition of the nicotinamide effect, % at 10 µM; S. cerevisiae growth with nicotinamide; deaD strain in restrictive glucose medium; actives 0.68% (n = 130,000);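 active means inhibition above a set limit, placed 3 SD over the median of all compounds, cut at about 26% in these data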;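 further: 0% = nicotinamide-treated wells and 100% = cells grown without nicotinamide; some compounds called inactive have numbers as strong as hits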
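Material: Modified budding yeast, DeaD strain | Medium: Restrictive glucose medium | Probe or stimulus: 1.5 mM nicotinamide | Dosing: Single dose 10 µM compound, 0.25% DMSO | Times: 48 h at 30 °C | Technique: OD615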
Phagocytosis inh – inhibitors of macrophage phagocytosis, primary screen, imaging, J774A.1 cells, IgG beads; actives 0.07% (n = 110,000); J774A.1 macrophage IgG-bead phagocytosis; inhibition, % at 5 µM;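 active means inhibition above the mean of the plate negative controls plus 5 SD, cut at about 13% in these data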;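 further: phagocytic index as fraction of beads internalized from green versus red external bead signal; plate controls were DMSO negative control for no effect and cytochalasin-D positive control for full effect; some results beyond the cut were filed as inactive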
bCat KO growth – primary screen for growth suppressors in beta-catenin knockout HCT116 cells (colon tumor, human); HCT116 beta-catenin knockout viability, CellTiter-Glo, 60 h; stronger effect = lower value; actives 1.5% (n = 140,000); viability, % at 10 µM;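 active means viability at or under a set limit, the compound median less 4 SD, cut at about 6% in these data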;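 further: 0% = Hyamine 1622 control at 20 µM and 100% = untreated cell control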
GALR2 blocker – GALR2 antagonists in receptor-expressing cells, primary screen. Galanin receptor type 2 (Homo sapiens), O43603. antagonist mode. inhibition, % at 4 µM. actives 0.39% (n = 140,000). AID 828, 2007; in the data active means inhibition above about 27%;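 further: cells stimulated with galanin 1-16 at roughly its EC80; 0% = agonist challenge control and 100% = basal control without agonist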
Target sequence (O43603 whole entry, looked up): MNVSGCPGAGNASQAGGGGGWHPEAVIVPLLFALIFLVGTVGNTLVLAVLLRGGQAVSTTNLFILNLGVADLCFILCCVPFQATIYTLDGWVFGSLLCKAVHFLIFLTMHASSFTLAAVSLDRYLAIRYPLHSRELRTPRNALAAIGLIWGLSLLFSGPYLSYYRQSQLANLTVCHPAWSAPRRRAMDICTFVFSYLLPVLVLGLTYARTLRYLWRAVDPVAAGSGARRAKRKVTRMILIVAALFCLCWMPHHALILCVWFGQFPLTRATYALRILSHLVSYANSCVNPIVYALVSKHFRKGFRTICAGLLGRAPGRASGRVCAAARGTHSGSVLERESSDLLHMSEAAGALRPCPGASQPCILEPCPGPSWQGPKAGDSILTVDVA
Measles CPE – compounds protecting cells from measles virus cytopathic effect, primary screen, measles RdRp inhibitor project, single point, MLSMR library, absorbance; actives 1.5% (n = 140,000); AID 841, 2007; Measles virus-infected cells, CPE protection; protection (pct of control), % at 4 µM; in the data active means protection mostly above about 24%, no sharp cut-off; inactive means mostly below about 26%; further: some compounds called inactive have numbers as strong as hits
Yeast growth inh – growth inhibitors of yeast BB579 in restrictive medium, primary screen, yeast lifespan-shortening project, S. cerevisiae. AID 804, 2007. actives 0.51% (n = 140,000). OD615, 48 h. inhibition, % at 10 µM;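 active means inhibition above a set limit, 3 SD over the mean compound inhibition, cut at about 44% in these data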; further: inactives centre near -24
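Assay system: S. cerevisiae DeaD strain BB579 yeast. Medium: CSMM-D restrictive synthetic medium containing dextrose (glucose). Times: 4 h cell preincubation, 48 h compound exposure, 30 °C humidified. Signal: OD615 turbidity measurement. Benchmarks: positive control amphotericin B 10 µg/mL.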
MRP1 act – H69AR viability gain despite doxorubicin, primary screen, MRP-1 activator project, H69AR cells, CellTiter-Glo. viability rescue. viability increase, % at 10 µM. actives 0.61% (n = 140,000);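 active means viability gain under doxorubicin at or above a set limit, the compound median plus 3 SD, cut at about 4.7% in these data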;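 further: MRP-1 overexpressing cells given doxorubicin 25 µM after compound pretreatment; 18-22 h compound pretreatment then 72 h with doxorubicin before readout; 0% = doxorubicin-only wells and 100% = vehicle-treated cells without doxorubicin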
* marks the source's active call; other numbers are inactive results; . = not tested or not shown; & = joins results of further samples. No enrichment for hits. About 6.1% of those tested had a hit in this group.

SMILES | PTEN del growth | E-sel TNF inh | NPY Y2 blocker | Yeast lifespan up | Phagocytosis inh | bCat KO growth | GALR2 blocker | Measles CPE | Yeast growth inh | MRP1 act
Cc1c[nH]c2cccc(OCC(O)CNC(C)(C)C)c12 (configuration not stated) | 92 | 3 | 0 | -2 | 3 | 106 | 7 | 6 | -15 | -1.4
CCOCCCNC(=O)C(NC(=O)c1ccc(NC(C)=O)cc1)c1ccc(OC)cc1 (configuration not stated) | 97 | 17 | 1 | 1 | -8 | 97 | -1 | 4 | -43 | -1.8
CCn1c(=O)c2cc(S(=O)(=O)NC3CCCCC3)ccc2n(CC)c1=O | 75 | -11 | 0 | -5 | 0 | 80 | -16 | 4 | -27 | 1.3
Cn1c(CC(=O)Nc2ccccc2C(F)(F)F)c(Sc2ccccc2)c2ccccc21 | 81 | . | 7 | 2 | -8 | 84 | 6 | 5 | -11 | -1.6
CCOC(=O)c1cc2oc(C(c3nnnn3C3CCCCC3)N3CCOCC3)cc2[nH]1 (configuration not stated) | 34 | -63 | 8 | -8 | . | 38 | -3 | 23 | -14 | -4.7
CCOC(=O)c1c(NC(=O)Cn2nnc(-c3ccc(Cl)cc3)n2)sc(CC)c1C | 100&94 | -10 | 5 | -14 | -1 | 94 | -17 | 5 | -2 | 0.7
CCOc1ccccc1NC(=O)c1cnc2n(c1=O)CCS2 | 79 | . | -2 | -3 | 0 | 75 | 10 | 18 | 5 | -2.9
[N-]=[N+]=CC(=O)c1ccnc(C(=O)C=[N+]=[N-])c1 | 100 | . | 3 | -7 | -1 | 96 | 1 | 0 | -38 | -0.7
O=C1c2cccc3cccc(c23)C(=O)N1CCN1CCN(CC(O)COCc2ccc(Cl)cc2)CC1 (configuration not stated) | 2.7* | 6 | 3 | 1 | -5 | 3.1* | -5 | 7 | -60 | -4.8
CCn1cc(C(=O)NCCCN2CCC(C)CC2)c2cc(OC)c(OC)cc2c1=O | 98 | . | 0 | -5 | 0 | 87 | -8 | 9 | -78 | -1.0
CCOC(=O)CSc1nnc2cc(C)c3ccccc3n12 | 103 | -1 | -1 | . | . | 94 | -4 | 17 | -41 | -0.4
N/C(=N\OC(=O)COc1ccccc1)c1ccc(Cl)cc1 | 99 | -2 | 10 | -3 | -7 | 90 | -20 | 2 | -27 | 2.1
CS(=O)(=O)N(CC(=O)N/N=C/c1cccc2c1OCCO2)c1ccccc1Br | 94 | -24 | 3 | -20 | . | 91 | 0 | 10 | -44 | -3.1
O=C(CN(CC1CCCO1)C(=O)Cn1nnc(-c2ccc(F)cc2)n1)NC1CCCCC1 (configuration not stated) | 96 | -3 | 4 | -3 | 0 | 98 | 6 | 12 | -16 | -0.2
Cc1ccc(C(=O)N(CC(=O)Nc2ccc(Cl)c(Cl)c2)Cc2ccco2)cc1 | 102 | 17 | 10 | 0 | . | 101 | -3 | 3 | 1 | -0.7
O=C(Cn1cc2c(n1)CCCC2)NC1CCN(Cc2ccccc2)CC1 | 99 | 17 | 1 | -6 | 0 | 96 | -5 | 16 | -32 | -0.5
COc1ccc(Br)cc1S(=O)(=O)N1CCN=C1C | 98 | 1 | 0 | -12 | 0 | 100 | 5 | 3 | -30 | -0.5
CCCS(=O)(=O)N1CCC(C(=O)NCCc2ccc(C)cc2)CC1 | 89 | . | 1 | -2 | 1 | 87 | 8 | 12 | -44 | -0.5
O=S(=O)(c1ccc(NC(=S)NCCc2ccccc2)cc1)N1CCOCC1 | 78 | -15 | -1 | 3 | -2 | 88 | 7 | 12 | -14 | -4.6
Nc1nc(-c2cccnc2)nc(N2CCCCC2)n1 | 101 | 5 | 0 | -14 | . | 104 | 5 | 13 | -24 | 0.1
O=C(CNc1cccc(Cl)c1)c1ccc(Cl)cc1 | 82 | 18 | 15 | 0 | . | 96 | -6 | 4 | -29 | -3.8
COc1cc2c(cc1OC)CN(C(=O)CCCOc1ccc(Cl)cc1Cl)CC2 | 89 | -7 | 6 | -2 | 1 | 83 | -12 | 7 | -20 | 0.1
Cc1cc(NC(=O)c2cccc(F)c2)ncc1NC(=O)c1ccco1 | 56 | 0 | 3 | 31* | -1 | 65 | 6 | 6 | -9 | -0.1
Nn1c(Cc2cccc3ccccc23)nnc1SCC(=O)N1CC(=O)Nc2ccccc21 | 110 | -37 | -2 | -3 | 0 | 98 | 1 | 4 | -7 | -1.5
CN(C)CCNc1ncnc2c1cnn2-c1ccc(Cl)cc1 | 36 | 17 | 0 | -10 | 0 | 27 | 8 | 15 | 15 | -4.1
COc1ccccc1NC(=O)C(=O)Nc1ccccn1 | 93 | . | 3 | -11 | . | 93 | -1 | 24 | -1 | -2.7
CCn1c(SCC(=O)Nc2ccc(NC(C)=O)cc2)nnc1C1CC1 | 97 | 6 | -2 | -10 | -1 | 85 | 8 | 1 | -11 | -0.8
O=C(CNCc1ccc(Cl)cc1)NCc1ccco1 | 96 | . | 0 | 5 | -7 | 92 | 7 | 4 | -62 | -0.1
COc1cc(C(=O)Nc2cccc3ncccc23)cc(OC)c1OC | 92 | . | 1 | 0 | 11 | 98 | 7 | 4 | -20 | -1.2
O=C(Nc1ccccc1O)c1ccccc1O | 62 | -17 | 0 | -25 | -1 | 68 | 17 | 9 | 12 | -4.5
Cc1ccc(NCc2nnc(SCC(=O)Nc3ccccc3)n2CC2CCCO2)c(C)c1 (configuration not stated) | 83 | -8 | 1 | -4 | -1 | 80 | 0 | 6 | -25 | -4.7
O=C(NCc1ccco1)c1nc2c(nnn2Cc2cccc(Cl)c2)c(=O)[nH]1 | 107 | -4 | 7 | -9 | . | 105 | 2 | 9 | -17 | -1.7
CCC(=O)Nc1nnc(SCc2ccc(F)cc2)s1 | 96 | 4 | 1 | . | . | 91 | -1 | 17 | -29 | -1.2
CCOC(=O)c1c(C)[nH]c(C)c1C(=O)CSc1nnc(-c2ccc(OC(F)F)cc2)o1 | 81 | 5 | 5 | -6 | 2 | 85 | -10 | 27 | -43 | -3.4
O=C1CC(c2ccc3c(c2)OCO3)C2=C(CCCC2=O)N1 (configuration not stated) | 90 | 1 | 1 | -7 | 0 | 98 | 3 | 10 | -13 | -2.4
C/C(=N\NC(=O)C1(C)CC1(Br)Br)c1cccc(NC(=O)C(C)(C)C)c1 (configuration not stated) | 94 | 2 | 3 | -4 | 12 | 90 | 11 | 15 | -19 | 1.1

Exported with values under each structure: entries from further up.
Every second line gives: PTEN del growth	E-sel TNF inh	NPY Y2 blocker	Yeast lifespan up	Phagocytosis inh	bCat KO growth	GALR2 blocker	Measles CPE	Yeast growth inh	MRP1 act
- O=C(Nc1ccccc1O)c1ccccc1O
 : 62	-17	0	-25	-1	68	17	9	12	-4.5
- Cc1ccc(NCc2nnc(SCC(=O)Nc3ccccc3)n2CC2CCCO2)c(C)c1 (configuration not stated)
 : 83	-8	1	-4	-1	80	0	6	-25	-4.7

(next part)
SMILES | PTEN del growth | E-sel TNF inh | NPY Y2 blocker | Yeast lifespan up | Phagocytosis inh | bCat KO growth | GALR2 blocker | Measles CPE | Yeast growth inh | MRP1 act
CCCOC(=O)c1c(NC(=O)/C=C/c2cnn(C)c2C)sc(C(=O)OCC)c1C | 83 | -11 | 0 | -12 | . | 92 | -15 | 3 | -36 | 0.8
CN(C)CCn1c(NC(=O)c2ccc(Cl)cc2)nc2ccccc21 | 80 | . | 4 | -10 | 3 | 74 | 2 | 3 | -19 | -2.6
c1ccc(OCCCc2nc(-c3cccnc3)no2)cc1 | 106 | 25 | 8 | -10 | 0 | 103 | -1 | 3 | -9 | -2.8
CCC(C)c1ccc(NC(=O)C2CCCN(c3ncccn3)C2)cc1 (configuration not stated) | 31 | 8 | 6 | -1 | . | 26 | 4 | 9 | 10 | -4.4
Cc1ccccc1Nc1nc(-c2sc(NC(=O)c3cccc(Cl)c3)nc2C)cs1 | 85 | 10 | 1 | -6 | . | 82 | -3 | 1 | -19 | -1.3
CCn1c2ccccc2c2cc(NC(=O)CSc3nnc(-c4cccc(Cl)c4)o3)ccc21 | 15 | -12 | 2 | -17 | -4 | 18 | -10 | 19 | -51 | -3.6
COc1ccc(CSc2n[nH]c(C)n2)cc1[N+](=O)[O-] | 87 | . | 5 | 5 | -13 | 92 | -24 | 15 | -9 | -1.3
CCOC(=O)C(NC(=O)Nc1ccc(Cl)cn1)(Oc1ccc(F)cc1)C(F)(F)F (configuration not stated) | 92 | . | 0 | -2 | -6 | 98 | -2 | 20 | -5 | -0.1
COc1ccc(/C=N/OCC(=O)Nc2cc(C)on2)cc1OC | 94 | . | 1 | -9 | -10 | 92 | -14 | 10 | 3 | 0.3
Cc1ccc(C2(c3ccc(C)cc3)CC2C(=O)Nc2ccc([N+](=O)[O-])cc2O)cc1 (configuration not stated) | 3.3* | -59 | -3 | -6 | 0 | 2.3* | -7 | 4 | -38 | -5.1
CCCCn1nc2cc(C(=O)NCCCCc3ccccc3)ccc2c1OCC | 79 | -46 | 2 | -22 | . | 89 | -8 | 5 | -49 | -1.2
Cc1oc(-c2cccc(Cl)c2)nc1CN1CCC(C(=O)NCc2cccnc2)CC1 | 89 | 21 | 2 | -10 | -2 | 83 | 4 | . | -50 | -1.4
CCC(=O)N1c2ccc(C)cc2C2=NNC(=S)NC21O (configuration not stated) | 100 | . | 4 | 7 | 0 | 102 | -1 | 17 | -50 | -3.6
CC(=O)c1cccc(NC(=O)CCC2CCCC2)c1 | 103 | -9 | 3 | -28 | . | 86 | 8 | 6 | -34 | -0.9
FC(F)(F)c1cc(-c2ccc3c(c2)OCO3)nc(NCc2ccco2)n1 | 66 | 19 | 12 | -17 | 0 | 74 | -4 | 66* | -32 | -1.1
COc1ccc(/C=N/NC(=O)c2ccccc2O)cc1CSc1ccccn1 | 103 | . | 4 | -1 | -3 | 97 | 9 | 22 | -58 | -0.2
Cc1ccc(S(=O)(=O)NCCSc2nnnn2C)cc1 | 91 | . | 2 | 20 | . | 97 | -2 | 6 | -34 | -1.3
CSCCOC(=O)C1=C(C)Nc2ccc(C)cc2S1 | 99 | 6 | 1 | -15 | 2 | 94 | 2 | 4 | -57 | -1.9
O=C(COC(=O)c1ccccc1Nc1ccc(SC(F)F)cc1)NCc1ccco1 | 100 | -40 | 1 | -25 | . | 100 | 0 | 12 | -36 | -1.4
COC(=O)CSC1=C(C#N)C(c2ccc3c(c2)OCO3)C2=C(CCCC2=O)N1 (configuration not stated) | 109 | -9 | -1 | -7 | . | 110 | 1 | 2 | -90 | -0.7
CCOc1ccc(C2C(C(=O)c3ccco3)=C(O)C(=O)N2CCCn2ccnc2)cc1 (configuration not stated) | 105 | -16 | 1 | -13 | -2 | 89 | -11 | 9 | -15 | -1.8
